TcdB GH inh = blocks C. difficile toxin B glycohydrolase activity; P18177; TcdB glycohydrolase enzymatic assay, plate reader; inhibition, % at 9.99 µM; actives 0.24% (n = 350,000); AID 652162; in the data active = inhibition above about 10%
PrPC surface inh = cell surface PrPC inhibition, primary TR-FRET screen; TR-FRET read-out; AID 720596; inhibition, % at 13.8 µM; actives 0.43% (n = 370,000); in the data active = inhibition above about 24%; also: 0% = median of the test wells and 100% = reference compound wells
PfHsp40 yeast = compounds rescuing yeast from Plasmodium falciparum HSP40 toxicity | S. cerevisiae expressing PfHsp40, growth rescue, ATP luminescence | actives 0.68% (n = 340,000) | growth rescue, % at 12.5 µM; in the data active = growth rescue above about 28%, passing the limit was not always enough; inconclusive = no clear call, values can overlap the other calls;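 also: yeast W303a lacking pdr1 and pdr3 grown in galactose medium; growth measured after three days at 30 °C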
PriA SSB inh = K. pneumoniae PriA-SSBct interaction inhibition; AlphaScreen SSBct-PriA binding, biotinylated peptide; actives 0.6% (n = 430,000); inhibition, % at 33 µM; in the data active = inhibition mostly above about 37%, no sharp cut-off; inactive = mostly below about 20%;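 also: plate controls were negative control peptide for no effect and reference peptide for full effect; strong numbers were not always called active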
Vc quorum ag = induces V. cholerae light production without autoinducers; V. cholerae BH1578 lux reporter, luminescence, 6 h; actives 0.16% (n = 350,000); activation, % at 18.7 µM; in the data active = activation mostly above about 9.7%, no sharp cut-off; inconclusive = no clear call, values can overlap the other calls; inactive = mostly below about 3.7%; also: not every result past the cut was called active; inactives centre near 0; reference of the scale not given here
SARS 3CLpro inh = SARS-CoV 3CLpro protease inhibition; P0C6X7; inhibition, % at 6 µM; actives 0.14% (n = 290,000); AID 1706; recombinant SARS-CoV 3CLpro, quenched FRET peptide cleavage; in the data active = inhibition above about 12%
BoNT A protease = BoNT A light chain protease inhibition; multiplex microsphere protease substrate cleavage, flow cytometry; inhibition, % at 10 µM; actives 0.17% (n = 360,000); AID 588499; also: plate controls were buffer without enzyme for full effect and enzyme alone for no effect
Anthrax LF inh2 = inhibitors of Bacillus anthracis lethal factor protease; P15917; multiplex microsphere protease cleavage assay, LF; inhibition, % at 10 µM; actives 0.12% (n = 360,000); also: plate controls were buffer without enzyme for full effect and enzyme alone for no effect
Target sequence (P15917 whole entry, looked up): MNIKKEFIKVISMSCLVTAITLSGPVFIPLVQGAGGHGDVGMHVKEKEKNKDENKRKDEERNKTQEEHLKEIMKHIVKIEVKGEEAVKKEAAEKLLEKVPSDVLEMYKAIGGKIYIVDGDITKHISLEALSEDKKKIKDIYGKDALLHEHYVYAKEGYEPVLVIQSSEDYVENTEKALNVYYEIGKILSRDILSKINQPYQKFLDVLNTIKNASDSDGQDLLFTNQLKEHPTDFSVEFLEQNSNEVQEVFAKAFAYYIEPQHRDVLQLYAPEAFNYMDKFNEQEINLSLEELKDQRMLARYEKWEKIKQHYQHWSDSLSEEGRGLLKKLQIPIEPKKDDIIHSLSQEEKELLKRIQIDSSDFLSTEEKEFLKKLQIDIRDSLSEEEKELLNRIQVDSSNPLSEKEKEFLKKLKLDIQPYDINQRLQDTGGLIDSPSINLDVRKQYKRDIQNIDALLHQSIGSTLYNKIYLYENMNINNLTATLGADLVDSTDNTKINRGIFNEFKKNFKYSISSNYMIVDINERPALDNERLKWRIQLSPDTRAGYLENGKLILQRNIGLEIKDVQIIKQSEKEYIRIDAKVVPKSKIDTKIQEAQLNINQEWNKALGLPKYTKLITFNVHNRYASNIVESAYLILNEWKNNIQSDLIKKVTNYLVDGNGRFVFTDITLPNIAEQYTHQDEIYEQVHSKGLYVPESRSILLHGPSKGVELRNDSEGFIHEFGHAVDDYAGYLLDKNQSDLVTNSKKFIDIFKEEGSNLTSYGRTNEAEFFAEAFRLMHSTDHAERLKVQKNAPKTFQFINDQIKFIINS
Yp Topo-I inh = Y. pestis Topo-I inhibition via cleavage products. activity, % at 10 µM. actives 0.064% (n = 360,000). AID 504884. Y. pestis Topo-I cleavage product accumulation, plate reader; in the data active = activity above about 50%, passing the limit was not always enough; inconclusive = no clear call, values can overlap the other calls; also: inactives centre near 2
* hit, by the source's call; i = inactive; ? = inconclusive; . = no result given. Rule as the data show it, unless noted: active = inhibition above about 30%; inconclusive = no clear call, values can overlap the other calls; inactive = below that. Some of the compounds tested; the hit share may differ from the screen's.

compound | Anthrax LF inh2 | Yp Topo-I inh | SARS 3CLpro inh | PriA SSB inh | PfHsp40 yeast | PrPC surface inh | Vc quorum ag | BoNT A protease | TcdB GH inh
Cc1ccc(C)c(N/N=C2\CCCNC2=O)c1 | -1.4 | -3.0 | 0.1 | . | -0.1 | 2.5 | -0.2 | -0.2 | .
CCc1ccc2c(CN3CCOCC3)cc(=O)oc2c1 | -2.2 | 13.4 | -2.5 | 1.2 | 0.1 | 6.3 | -0.2 | -2.3 | -1.4
COc1cccc(NC(=O)CN(C)C(=O)/C=C/c2cc(OC)ccc2OC)c1 | -0.9 | 9.1 | 4.6 | -11.8 | -1.0 | 2.0 | -1.0 | 0.1 | .
COC(=O)c1ccc(Oc2nc(Nc3ccccc3)nc(N(C)C)n2)cc1 | 0.4 | 7.8 | 4.6 | -8.2 | -0.2 | 7.1 | i | -4.0 | .
CCN(CC)S(=O)(=O)c1ccc(O)c(NS(=O)(=O)c2ccccc2F)c1 | -0.6 | -1.5 | 3.5 | -6.9 | -0.6 | 2.9 | i | 0.5 | 0.7
CCOc1ccc(-c2cn(CCC#N)cn2)cc1 | -0.8 | -4.1 | 1.4 | -4.4 | -0.8 | 0.3 | i | 0.2 | .
Cc1cc(NC(=O)CS(=O)(=O)Cc2ccccc2)no1 | 0.8 | -2.4 | 3.1 | -12.3 | -0.1 | -4.0 | -0.4 | -0.3 | 1.3
CC(C)CCc1noc(CN(C)CCC2CCOCC2)n1 | 1.9 | 11.9 | 2.7 | 4.2 | -0.4 | 0.4 | i | 0.2 | 0.9
CCOC(=O)C1CCCN(C(=O)c2ccccc2)CC1 (stereo not given) | -10.7 | 3.5 | . | . | . | -5.9 | -1.2 | 0.1 | 0.3
CCCCC(=O)NC1(C(F)(F)F)C(=O)Nc2c1c(=O)n(C)c(=O)n2C (stereo not given) | -2.2 | -3.4 | 0.3 | -6.2 | 0.0 | -1.5 | -5.9 | -0.2 | .

Complete entries, looked up by structure. Screens in order: Anthrax LF inh2	Yp Topo-I inh	SARS 3CLpro inh	PriA SSB inh	PfHsp40 yeast	PrPC surface inh	Vc quorum ag	BoNT A protease	TcdB GH inh
`COC(=O)c1ccc(Oc2nc(Nc3ccccc3)nc(N(C)C)n2)cc1` reads 0.4	7.8	4.6	-8.2	-0.2	7.1	i	-4.0	.
`CCN(CC)S(=O)(=O)c1ccc(O)c(NS(=O)(=O)c2ccccc2F)c1` reads -0.6	-1.5	3.5	-6.9	-0.6	2.9	i	0.5	0.7

Later entries
compound | Anthrax LF inh2 | Yp Topo-I inh | SARS 3CLpro inh | PriA SSB inh | PfHsp40 yeast | PrPC surface inh | Vc quorum ag | BoNT A protease | TcdB GH inh
Cc1cccc(NC(=O)CNC(=O)c2ccc3nc[nH]c3c2)c1C | 7.0 | -0.8 | . | -14.7 | 0.6 | -2.5 | -1.2 | -10.5 | 0.2
Nc1ccccc1S(N)(=O)=O | -6.8 | -1.8 | . | -18.1 | -1.1 | -5.2 | i | 0.5 | 1.6
COc1ccc([N+](=O)[O-])cc1N(CC(O)CN1C(=O)NC(C)(C)C1=O)S(=O)(=O)c1ccc(C)cc1 (stereo not given) | -8.2 | -2.6 | . | . | . | -11.3 | -0.4 | -0.3 | 2.5
Cc1cc(N2CCOCC2)nc2ccc(NC(=O)CCC(=O)N3CCCCC3)cc12 | -2.9 | 10.2 | 1.4 | 2.4 | -1.1 | -0.5 | -1.0 | -1.4 | .
Cc1c(C)c2c(OCC(=O)N3CCC(O)CC3)cc3c(c2oc1=O)CCC(C)(C)O3 | 6.2 | -2.1 | 3.5 | 7.4 | -0.8 | -7.7 | -0.3 | 0.2 | -1.3
CCN(c1ccccc1)S(=O)(=O)c1ccc(OC)c(NC(=O)C2CC(=O)N(Cc3ccccc3)C2)c1 (stereo not given) | -0.5 | 14.4 | -1.6 | 2.2 | 9.0 | -0.4 | i | -0.5 | 1.6
CCCCc1c(-c2ccccc2OC)ncn1CCc1cccc(Cl)c1 | 1.7 | . | . | . | . | -2.9 | . | -0.7 | 2.1
Cc1ccc(S(=O)(=O)N2CCN(c3nccnc3C#N)CC2)cc1 | -21.9 | 0.0 | 1.5 | -19.0 | 0.5 | -6.3 | -0.5 | ? | 1.1
CCCn1c2c(c(O)c(C(=O)NC)c1=O)CCCC2 | 4.5 | 1.2 | 0.9 | -4.5 | -0.5 | 4.0 | -0.5 | -0.4 | .
Cc1ccc(S(=O)(=O)NCC2CCC(C(=O)NCc3ccccn3)CC2)cc1 (stereo not given) | -1.6 | 5.8 | 3.3 | -4.5 | 0.4 | 0.1 | -1.3 | 0.4 | 2.0
CCCCn1c(-c2cccnc2)n[nH]c1=S | 0.1 | -4.2 | -5.1 | -9.4 | -0.9 | -0.4 | -0.2 | 0.0 | 1.4
COc1cccc(OCC(O)CNC2CCCC2)c1 (stereo not given) | . | -9.8 | -5.2 | -29.0 | -0.4 | -3.1 | -0.2 | . | 1.6
CC1(C)Cc2c(c(N3CCOCC3)nc3sc4c(NCc5ccco5)nnnc4c23)CS1 | 6.0 | -1.7 | -1.5 | 14.3 | -1.5 | 4.4 | 1.3 | 0.0 | .
O=C(Nc1ccc(Br)cc1)C1CCN(C(=O)c2ccc(F)cc2)CC1 | -1.0 | 3.2 | -0.8 | -6.1 | 0.1 | 0.2 | -0.6 | 0.5 | .
N=c1c(S(=O)(=O)c2ccc(Cl)cc2)cc2c(=O)n3ccccc3nc2n1C1CCCCC1 | -0.1 | -1.5 | 0.7 | -0.2 | 1.1 | -4.2 | 0.7 | -0.3 | -0.4
O=C(CN1CCCCC1)Nc1ccccc1-c1ccccc1 | -4.0 | 4.0 | 4.4 | -9.3 | -0.8 | -7.6 | -1.8 | 0.6 | 0.7
CCO[C@@H]1OC(C(=O)N2CCOCC2)=C[C@H](c2cn(C(C)=O)c3ccccc23)[C@H]1CCCO | 4.1 | 3.2 | 0.0 | 2.9 | 0.1 | 2.6 | -0.6 | 0.7 | 0.1
O=C(Nc1ccon1)c1ccc(Br)s1 | -0.3 | -8.4 | -1.7 | 0.1 | 0.4 | 6.2 | -0.4 | 2.0 | 0.9
N#Cc1c2n(c3c(-c4ccccc4)ncnc13)CCC2 | 0.5 | 6.4 | 0.1 | -4.6 | 0.3 | 4.6 | 0.6 | 0.3 | .
CNc1cc(N2CCCC2)ccc1[N+](=O)[O-] | -3.8 | -8.4 | 1.6 | 2.8 | -1.8 | -1.9 | i | -0.6 | .
C[C@H]1NC(=O)[C@]2(C)[C@@H](c3ccccc3)[C@H]3COc4ccccc4[C@H]3N2C1=O | -6.1 | 0.4 | . | -5.7 | -1.9 | 3.7 | -0.4 | 0.0 | 1.9
O=C1OCC(O)=C1Cc1ccccc1 | 3.5 | 1.5 | . | -9.6 | 0.0 | 2.9 | i | -0.5 | 1.1
CC(=O)c1cnc2nc(C)nn2c1C | -1.3 | -0.8 | -0.4 | -7.3 | 0.2 | -4.2 | -0.4 | -0.7 | .
Cc1nc2ccccc2c(=O)n1-c1ccc(C(=O)O)cc1 | -4.4 | 2.2 | 0.1 | -10.2 | 0.0 | 2.0 | i | 2.0 | -0.1
COc1cccc(-c2cn3nc4c(nc3n2)CCCC4)c1 | 1.5 | -4.1 | -2.8 | -11.9 | 0.1 | . | . | 7.3 | .
CCN(CC(=O)NCc1ccc(F)cc1)C(=O)CCNS(=O)(=O)c1cccc(C)c1 | -2.1 | 1.7 | . | 1.4 | -0.1 | 2.2 | 0.0 | -0.8 | -0.2
COc1ccccc1N1CCN(CC(O)COCc2cccs2)CC1 (stereo not given) | -0.4 | -8.6 | 4.1 | -25.8 | -1.2 | -5.3 | . | -0.1 | -0.6
CCC(=O)N1CCc2cc(S(=O)(=O)NCCC(=O)NCc3ccc(F)cc3)ccc21 | -1.3 | -5.7 | -1.5 | -14.4 | -0.4 | 4.6 | -0.4 | 0.2 | 0.9
CC(=O)c1c(C)[nH]c(C(=O)NCc2ccc(F)cc2)c1C | 2.0 | 5.3 | 1.0 | -3.2 | 3.1 | -1.9 | 0.6 | 0.0 | 0.6
CCOC(=O)N1CCN(S(=O)(=O)N2CCCC(C(=O)NCc3cc(OC)ccc3OC)C2)CC1 (stereo not given) | -2.7 | 4.3 | . | . | . | 8.1 | -0.4 | 0.0 | -1.7
CCOc1ccc(NC(=O)CN2C(=O)/C(=C3\SC(=S)N(C4CCS(=O)(=O)C4)C3=O)c3ccccc32)cc1 (stereo not given) | -1.7 | -2.4 | 1.3 | -12.1 | 9.8 | -0.7 | -0.6 | 0.3 | -0.8
CN(C(=O)c1ccc(NC(=O)C2CC=CCC2C(=O)O)cc1)c1ccccc1 (stereo not given) | 2.0 | -7.5 | -1.2 | -3.2 | 1.1 | 5.7 | -0.2 | -0.1 | .
COc1cc(/C=C2\N=C(c3ccccc3)NNC2=O)cc(OC)c1OC | . | 3.5 | -1.5 | 2.9 | -0.1 | 9.9 | -0.2 | . | 0.5
CCCCNC(=O)C1(C)CCN1C(=O)c1sccc1C (stereo not given) | -8.5 | 11.1 | . | . | . | -2.0 | -0.5 | -0.2 | -0.4
COc1ccc(OC)c(/C=N/Nc2nncn2/N=C/c2cc(OC)ccc2OC)c1 | -2.4 | 10.1 | 2.3 | . | -0.6 | -9.2 | -0.8 | -0.1 | .
CC(C(=O)Nc1ccon1)N1C(=O)c2ccccc2S1(=O)=O (stereo not given) | 4.8 | 3.6 | . | -13.1 | 0.3 | 4.0 | -1.4 | 17.6 | 0.9
CC(C)OC(=O)CN1C(=O)c2ccccc2C1=O | 0.4 | -9.4 | -0.7 | -9.1 | -1.7 | -3.1 | . | -1.0 | .
CCn1cc(/C=N\NC(=O)c2ccccc2Cl)cn1 | -2.1 | -2.3 | -1.7 | . | -0.6 | -3.5 | i | -0.8 | .
O=c1c(-c2ccccc2)coc2c(CN3CCCCC3)c(O)ccc12 | 2.3 | 3.8 | 3.5 | -4.5 | 0.1 | -1.6 | -0.5 | -3.5 | 0.8
Cc1cc(/C=N\NC(=O)c2cccs2)c(C)n1-c1ccc2ncccc2c1 | -1.3 | 5.8 | 0.8 | . | 0.7 | 3.6 | i | 0.6 | .
CCOc1ccc(/C=N/NC(=O)c2[nH]c3ccc(C)cc3c2C)cc1 | 8.9 | 2.2 | 5.5 | . | 1.1 | 11.3 | -0.8 | -0.3 | 0.9
CC(=O)c1sc2nc(CSc3nnnn3-c3ccccc3)[nH]c(=O)c2c1C | -1.3 | -13.0 | -7.6 | -5.5 | -0.3 | 1.8 | i | 2.7 | 1.0
CC(=O)Nc1ccc(C(=O)CN2C(=O)CSC2=O)cc1 | -16.6 | -7.7 | 6.4 | -12.3 | -1.1 | -1.2 | -0.7 | -1.6 | 0.3
COc1ccc(CC(=O)N2CC3(C)CC2CC(C)(C)C3)cc1OC (stereo not given) | -2.3 | 8.0 | -0.1 | -4.4 | 0.0 | 3.4 | i | -0.3 | .
CCc1nc2ccccc2n1CC(=O)N1CCN(Cc2ccccc2)CC1 | -8.2 | 10.9 | 3.9 | -1.6 | -1.0 | 0.9 | 0.2 | -0.4 | -1.7
CNC(=S)N1CCN(c2ccc([N+](=O)[O-])cc2)CC1 | -3.2 | 0.6 | 2.3 | -4.4 | -0.5 | -37.0 | . | -0.8 | .
Cc1c(NC(=O)c2cc(-c3cccs3)nc3ccccc23)c(=O)n(-c2ccccc2)n1C | -0.3 | 11.5 | 5.8 | -16.7 | 1.0 | -12.3 | i | 1.8 | -0.1
Cc1ccc(OCC(O)Cn2c(NCCc3ccccc3)nc3c2c(=O)[nH]c(=O)n3C)cc1 (stereo not given) | 0.4 | 23.6 | -1.0 | -15.5 | 0.2 | 10.8 | -0.3 | -0.4 | .
Cc1ccc(C)c(N2CCN(C(=O)Cc3c(C(=O)O)[nH]c4ccc(Cl)cc34)CC2)c1 | 3.3 | 22.4 | 5.1 | 5.9 | 4.9 | 0.3 | 0.7 | -0.5 | -1.5
